Growth percent in the NCI-60 one-dose screen (48 h, 10 µM unless noted): 100 = growth as untreated, 0 = no growth, -100 = all killed.
SK-MEL-28: SK-MEL-28 melanoma. hit rate 4.1% among 81,000
MALME-3M: MALME-3M melanoma; hit rate 5.8% among 78,000; AID 1794766
SK-MEL-2: SK-MEL-2 melanoma; hit rate 4.7% among 77,000
LOX IMVI: LOX IMVI melanoma; hit rate 7.4% among 79,000; AID 1794757
UACC-257: UACC-257 melanoma. AID 1794764. hit rate 4.4% among 78,000
UACC-62: UACC-62 melanoma; hit rate 5.4% among 81,000; AID 1794756
SK-MEL-5: SK-MEL-5 melanoma | hit rate 6.4% among 80,000
MDA-MB-435: MDA-MB-435 melanoma; hit rate 7.8% among 82,000; AID 1794794
An asterisk follows results filed as active; · = no result given. The calls were made as follows: active = growth percent below 10; inactive = the rest. Outcome played no part in choosing rows (roughly 12% active in at least one column).

SMILES | SK-MEL-28 | MALME-3M | SK-MEL-2 | LOX IMVI | UACC-257 | UACC-62 | SK-MEL-5 | MDA-MB-435
CC1CCC(SCc2ccccc2)CC1 (configuration not stated) | 124 | 104 | 106 | 101 | 103 | 111 | 112 | 114
Nc1[nH]c(=S)nc2c1nnn2-c1ccc(S(N)(=O)=O)cc1 | 114 | 106 | 103 | 93 | 94 | 94 | · | 107
COc1cc2cc(Sc3ccc(NC(=O)c4ccc5c(c4)OCCO5)cc3)c(C)nc2cc1OC | 119 | 111 | 95 | 108 | 101 | 102 | 102 | 107
COc1cc(NC(=O)c2cc(OC)c3ccn(C)c3c2)cc2c1C[C@]1(C)CC[C@@H](O)C(C)(C)[C@H]1O2 | 37 | 50 | 31 | 20 | 62 | 54 | 42 | 64
CCOC(=O)C1=NN(c2ccccc2)C(=O)/C1=C\n1c(=S)sc2ccccc21 | 105 | · | 97 | 91 | 94 | 97 | 94 | 102
CCOC(=O)Nc1cc(NC(=O)OCC)ncn1 | 110 | · | 101 | · | 108 | 102 | 108 | 106
Clc1ccccc1-n1cc(CSc2nnc(COc3cccc4cccnc34)o2)nn1 | 118 | 105 | 106 | 102 | 103 | 83 | 94 | 103
N/N=C(\c1ccccc1)c1ccc([N+](=O)[O-])cc1 | 103 | 102 | 105 | 84 | 102 | 78 | 93 | 89
O=C1NCC(=O)N2[C@@H](c3ccccc3)SC[C@@H]12 | 115 | 103 | 108 | 104 | · | 106 | 110 | 96
COc1ccc(C(=O)Cn2cnc3c(Nc4cc(C(=O)Nc5ccc(N6CCN(c7ccccc7)CC6)cc5)ccc4C)ncnc32)cc1 | 98 | 107 | 90 | 94 | 103 | 89 | 98 | 97
O=C(CCC1CCCC1)c1ccccc1 | 96 | 79 | 97 | 96 | · | 110 | 97 | 94
O=C(/C=C/CN1CCOCC1)Nc1cc2c(Nc3ccc(F)c(Cl)c3F)ncnc2cc1OCCOC(F)F | 78 | 82 | 86 | 15 | · | 66 | 50 | 69
C=CCn1c(SCC(=O)Nc2ccc(C(=O)/C=C/c3cc(OC)c(OC)c(OC)c3)cc2)nnc1-c1cc(-c2ccc(Cl)cc2)nc2ccccc12 | 100 | 98 | 103 | 76 | 102 | 84 | 91 | 93
NC(=O)NC(CCCN=C(N)N)C(=O)O (configuration not stated) | 107 | 105 | 115 | 99 | 98 | 100 | 106 | 102
O=c1[nH]c(NCc2ccccc2)nc2c3c(sc12)CCCC3 | 113 | 118 | 102 | 95 | · | 87 | 101 | 97
N=C(N)c1ccc(-c2ccc(-c3ccc(Cl)cc3Cl)s2)nc1 | 116 | 100 | 109 | -68* | 101 | 103 | 98 | 63
C=C(C)[C@@H]1CC[C@]2(C(=O)N3CCN(C)CC3)CC[C@]3(C)[C@H](CC[C@@H]4[C@@]5(C)CC[C@H](OC(=O)CCC(=O)O)C(C)(C)[C@@H]5CC[C@]43C)[C@@H]12 | 103 | 99 | 102 | 95 | 103 | 90 | 82 | 104
CCCC(=O)Nc1cc([N+](=O)[O-])c([N+](=O)[O-])cc1OC | 97 | 93 | 90 | 37 | 87 | 90 | 107 | 102
CCOC(=O)CN(CC)CC(=O)OCC | 101 | 135 | 127 | 103 | 79 | 97 | 95 | 103
O=C1NC(=S)S/C1=C\c1ccccc1Cl | 89 | 102 | 102 | 88 | 97 | 93 | 87 | 100
CC(C)COc1ccc(C(=O)NNC(=O)c2ccc(=O)[nH]c2)cc1 | 114 | 78 | 95 | 95 | · | 107 | 105 | 103
CCOC(=O)CC1CCCCC1 | 97 | 135 | 108 | 102 | 98 | 105 | 109 | 101
CC#CCO[C@H]1Cc2cc3ccc(=O)oc3cc2OC1(C)C | · | 99 | 101 | 94 | 102 | 90 | 102 | 102
COC(=O)[C@]12CCC(C)(C)C[C@H]1[C@H]1C(=O)C[C@@H]3[C@@](C)(CCC#N)[C@H](C(C)=O)CC[C@@]3(C)[C@]1(C)CC2 | 112 | 104 | 102 | 99 | 89 | 91 | 100 | 102
CCCCn1cnc2c(=S)nc[nH]c21 | 94 | 119 | 111 | 103 | 103 | 95 | 98 | 125
O=C(COc1ccc(/C=C2\CCc3ccccc3C2=O)cc1)c1ccc([N+](=O)[O-])cc1 | 112 | 104 | 60 | 87 | 103 | 80 | 98 | 95
CCOC(=O)C1=C(c2ccccc2)N=C2SC=C(c3ccc(Cl)cc3)N2C1c1ccc(Br)cc1 (configuration not stated) | 98 | 87 | 96 | 85 | 79 | 68 | 68 | 94
N#CCC(=O)NC(=S)Nc1ccc(S(=O)(=O)Nc2ccc(Cl)nn2)cc1 | 101 | 93 | 103 | 102 | 98 | 93 | 102 | 98
O=C(Nc1ccc(Cl)cc1F)c1cc(Cl)ccc1O | -3.7* | -32* | -28* | -19* | -18* | -41* | -91* | -11*
Nc1c(C(=O)O)[nH]c(=O)[nH]c1=O | 109 | 110 | 100 | 98 | 76 | 89 | 103 | 108
O=C(CCN1C(=O)/C(=C/c2ccc(F)cc2)SC1=S)N1CCOCC1 | 73 | 46 | 66 | 40 | 52 | 48 | 83 | 74
CCCCn1c(=O)c(/C=C/C(=O)/C=C2/CC(c3cc4cc(C)ccc4n(CCCC)c3=O)Nc3ccccc3N2)cc2cc(C)ccc21 (configuration not stated) | 111 | 91 | 98 | 93 | 105 | 81 | · | 111
Cn1c(=O)c2c(nc(Br)n2CC(=O)Nc2cccc3ccccc23)n(C)c1=O | 105 | 96 | 110 | 92 | 104 | 94 | 95 | 102
Nc1nn(-c2ccccc2)c2nc(=S)[nH]c(-c3ccc(Cl)cc3)c12 | 104 | 103 | 109 | · | 102 | 93 | 102 | 103
Cc1ccc(-c2cc(Cc3cccs3)c(=O)n(Cn3cnc4c(N)ncnc43)n2)cc1 | 116 | 140 | · | 96 | 114 | 92 | 108 | 98
Nc1nc(N)nc(SCC(=O)O)n1 | 124 | 105 | 130 | 103 | 131 | · | 104 | 111
CCCCCCCCCCCCCCCC(N)c1ccccc1 (configuration not stated) | 85 | 79 | 71 | -100* | 83 | 79 | 88 | 6.5*
CN(C)CCCOS(=O)C(c1ccccc1)c1ccccc1 (configuration not stated) | 113 | 95 | 100 | 93 | 92 | 106 | 95 | 105
NS(=O)(=O)c1ccc(NC2Nc3nc4ccccc4nc3S2)cc1 (configuration not stated) | 101 | 95 | 109 | 103 | 105 | 96 | 100 | 95
CC(=O)c1ccc(Oc2nc(CNc3ccc(S(N)(=O)=O)cc3)nc3ccccc23)cc1 | 112 | 103 | 103 | 101 | 98 | 107 | · | 106

By substructure: the entries above containing a cyano group
SMILES | SK-MEL-28 | MALME-3M | SK-MEL-2 | LOX IMVI | UACC-257 | UACC-62 | SK-MEL-5 | MDA-MB-435
COC(=O)[C@]12CCC(C)(C)C[C@H]1[C@H]1C(=O)C[C@@H]3[C@@](C)(CCC#N)[C@H](C(C)=O)CC[C@@]3(C)[C@]1(C)CC2 | 112 | 104 | 102 | 99 | 89 | 91 | 100 | 102
N#CCC(=O)NC(=S)Nc1ccc(S(=O)(=O)Nc2ccc(Cl)nn2)cc1 | 101 | 93 | 103 | 102 | 98 | 93 | 102 | 98

(further entries)
SMILES | SK-MEL-28 | MALME-3M | SK-MEL-2 | LOX IMVI | UACC-257 | UACC-62 | SK-MEL-5 | MDA-MB-435
N#CCc1ccccc1C(=O)O | 115 | 109 | 115 | 104 | 113 | 106 | 101 | 106
O=C(NCCNc1cc(-c2cn(-c3ccccc3)nc2-c2cccc(O)c2)ccn1)Nc1ccc(Cl)c(Cl)c1 | 82 | 84 | 92 | 86 | 84 | 86 | 87 | 45
Cc1c(C)c(C)c(C)c(C)c1C | 104 | 116 | 120 | 99 | 115 | 88 | 98 | 107
CC1=CC(=O)C=CC1(C)C(Cl)(Cl)Cl (configuration not stated) | 102 | 91 | 88 | 93 | 70 | 96 | 103 | 105
Oc1ccc(C2=N/C(=N\c3[nH]c(-c4ccc(O)cc4)cc3-c3ccccc3)C(c3ccccc3)=C2)cc1 | 101 | 98 | 100 | 94 | 94 | 104 | 102 | 99
Clc1ccc2c(c1)C1CC(c3ccccc3)=NN1C(c1ccncc1)O2 (configuration not stated) | 104 | 94 | 98 | 65 | 89 | 79 | 92 | 95
Cc1ccc(C(=O)/C(=C\c2ccc([N+](=O)[O-])cc2)S(=O)Cc2ccc(Cl)cc2)cc1 (configuration not stated) | 47 | 34 | 73 | -27* | 95 | 5.9* | 78 | 50
Cc1ccc(S(=O)(=O)Nc2cccc(Cn3c(=O)[nH]c4ccc(Oc5ncccn5)cc4c3=O)c2)cc1 | 67 | 60 | 55 | 64 | 73 | 35 | 54 | -10*
C=CCn1c(SCC(=O)Nc2ccc(C(=O)/C=C/c3cc(OC)c(OC)c(OC)c3)cc2)nnc1-c1ccccc1 | 110 | 91 | 101 | 69 | 81 | 85 | 77 | 50
O=c1oc2ccccc2cc1-c1nn(-c2ccccc2)cc1-c1nn[nH]n1 | 107 | 90 | 104 | 89 | 100 | 93 | 102 | 99
Cc1ccc(/C=C/C(=O)c2ccc(NC(=O)CSc3nc4c([nH]3)c(=O)n(C)c(=O)n4C)cc2)cc1 | 108 | 110 | 99 | 95 | 92 | 92 | 92 | 106
CCO/C=C1\C(=O)N(C(C)=O)c2cc(OC)c(OC)cc21 | 103 | 100 | 103 | 103 | 104 | 107 | 105 | 98
CNC(=O)OCN1C(=O)C2CC=CCC2C1=O (configuration not stated) | 116 | 128 | 104 | 105 | 106 | 115 | 114 | 115
CC[N+](C)(CC)CCO | 110 | 103 | 109 | 101 | · | 102 | 101 | 100
COc1cc(OC)c(/C=C/C(=O)c2c(OC)cccc2OC)c(OC)c1 | 13 | 51 | -15* | -4.2* | 44 | -21* | 1.1* | -22*
O=S1(=O)CCN(C2CCCCCCC2)CC1 | 109 | 105 | 102 | 101 | 102 | 107 | 103 | 99
NS(=O)(=O)c1ccc(Cn2c(SCC(=O)Nc3ccccc3)nc3ccccc3c2=O)cc1 | 114 | 114 | 97 | 92 | 111 | 86 | 100 | 103
COc1cccc(N=Nc2cccc(OC)c2)c1 | 100 | 101 | 94 | 97 | 91 | · | 99 | 99
CC(=O)Oc1csc(N(C(C)=O)c2ccc(Cl)cc2Cl)n1 | 101 | 82 | 102 | 86 | 99 | 95 | 93 | 97
c1ccc2c(CCc3ccncc3)c[nH]c2c1 | 101 | 101 | 82 | 98 | 98 | 85 | 100 | 95

Quoted from above for reference:
SMILES | SK-MEL-28 | MALME-3M | SK-MEL-2 | LOX IMVI | UACC-257 | UACC-62 | SK-MEL-5 | MDA-MB-435
COc1cc(OC)c(/C=C/C(=O)c2c(OC)cccc2OC)c(OC)c1 | 13 | 51 | -15* | -4.2* | 44 | -21* | 1.1* | -22*
O=S1(=O)CCN(C2CCCCCCC2)CC1 | 109 | 105 | 102 | 101 | 102 | 107 | 103 | 99
NS(=O)(=O)c1ccc(Cn2c(SCC(=O)Nc3ccccc3)nc3ccccc3c2=O)cc1 | 114 | 114 | 97 | 92 | 111 | 86 | 100 | 103
COc1cccc(N=Nc2cccc(OC)c2)c1 | 100 | 101 | 94 | 97 | 91 | · | 99 | 99
CC(=O)Oc1csc(N(C(C)=O)c2ccc(Cl)cc2Cl)n1 | 101 | 82 | 102 | 86 | 99 | 95 | 93 | 97
c1ccc2c(CCc3ccncc3)c[nH]c2c1 | 101 | 101 | 82 | 98 | 98 | 85 | 100 | 95

The list goes on.
SMILES | SK-MEL-28 | MALME-3M | SK-MEL-2 | LOX IMVI | UACC-257 | UACC-62 | SK-MEL-5 | MDA-MB-435
Cc1c(-c2csc3nnc(-c4ccccc4)n23)no[n+]1[O-] | 101 | 102 | 104 | 96 | 106 | 87 | 97 | 101
COc1ccc2cc(C(C)C(=O)Nc3ccc(C(=O)Nc4ccc(S(N)(=O)=O)cc4)cc3)ccc2c1 (configuration not stated) | 107 | 100 | 114 | 103 | 124 | 102 | 104 | 127
O=C(Nc1ccc(-n2ccc3c(NC(=O)c4ccccc4)ncnc32)cc1)Nc1ccc(Cl)c(Cl)c1 | 5.3* | 7.7* | 12 | 45 | 8.9* | 48 | 14 | 5.8*
CCCCC[C@H](O)c1ccccc1[C@@H]1O[C@@H](CCC(=O)OC)[C@H](O)[C@H]1O | 106 | 102 | 99 | 96 | 96 | 93 | 102 | 105
COC(=O)C1=Nc2ccc(F)cc2/C1=C\c1sc(Nc2ccc(O)cc2)nc1O | 66 | 46 | 47 | 64 | 72 | 34 | 60 | 1.0*
Cc1ccc(-c2nc3cc4nc5ccccc5nc4cc3n2CC(=O)NN)cc1 | 107 | 106 | 90 | 103 | 98 | 112 | 111 | 110
CCN(CC)c1ccc(N=Cc2ccc(N(C)C)cc2)cc1 | 117 | 117 | 101 | 98 | 104 | 96 | 103 | 113
CCN(CC)c1ccc(C=O)cc1 | 105 | 130 | · | 102 | 109 | 105 | 103 | 109
O=C(/C=C/c1ccc([N+](=O)[O-])cc1)c1cccc(OCCCOc2cccc(C(=O)/C=C/c3ccc([N+](=O)[O-])cc3)c2)c1 | 106 | 103 | 110 | 97 | 94 | 84 | 93 | 100
O=C(O)c1cnccn1 | 109 | 132 | 98 | 104 | 109 | 101 | 107 | 106
COc1ccc(-c2ccc(=O)oc2C#Cc2cc(OC)c(OC)c(OC)c2)cc1O | 39 | 48 | 30 | 23 | 36 | 15 | -14* | -78*
CN1CCC(OC(c2ccccc2)c2ccc(Cl)cc2)C1 (configuration not stated) | 101 | 114 | 74 | 97 | 112 | 99 | 90 | 112

Two compounds drawn at random from the list so far, as already listed:
SMILES | SK-MEL-28 | MALME-3M | SK-MEL-2 | LOX IMVI | UACC-257 | UACC-62 | SK-MEL-5 | MDA-MB-435
CCN(CC)c1ccc(N=Cc2ccc(N(C)C)cc2)cc1 | 117 | 117 | 101 | 98 | 104 | 96 | 103 | 113
CN1CCC(OC(c2ccccc2)c2ccc(Cl)cc2)C1 (configuration not stated) | 101 | 114 | 74 | 97 | 112 | 99 | 90 | 112
